Compound activity deposited in PubChem BioAssay by The Scripps Research Institute Molecular Screening Center.
TbREL1 primary: TbREL1 RNA ligase inhibitors, primary screen, biochemical, FRET fluorescence. 89,000 compounds, 0.49% hits. TbREL1 RNA ligation. inhibition, % at 9.66 µM. RNA-editing ligase 1, mitochondrial (Trypanosoma brucei brucei), P86926;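 active = inhibition above the mean inhibition across all screened compounds plus 3 SD, cut at about 11% in these data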;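 also: 0% = plate median of test wells and 100% = NSC42067 control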
Target sequence (P86926 whole entry, looked up): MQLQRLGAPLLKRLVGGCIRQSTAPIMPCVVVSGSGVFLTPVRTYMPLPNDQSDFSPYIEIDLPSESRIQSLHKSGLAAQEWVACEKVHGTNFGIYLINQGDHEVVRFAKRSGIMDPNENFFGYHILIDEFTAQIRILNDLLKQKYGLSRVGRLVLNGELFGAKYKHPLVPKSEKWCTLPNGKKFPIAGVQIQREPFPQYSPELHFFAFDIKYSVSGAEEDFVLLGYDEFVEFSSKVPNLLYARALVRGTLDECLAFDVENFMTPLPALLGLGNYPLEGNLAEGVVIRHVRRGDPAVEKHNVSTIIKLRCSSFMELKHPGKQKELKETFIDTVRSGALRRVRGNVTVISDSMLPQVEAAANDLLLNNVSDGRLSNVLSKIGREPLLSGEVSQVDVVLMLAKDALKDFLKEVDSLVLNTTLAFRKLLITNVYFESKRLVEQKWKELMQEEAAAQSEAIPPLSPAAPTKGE
Numbers without * were called inactive.

SMILES	TbREL1 primary
CCOC(=O)c1c(C)n(-c2ccc(C)cc2)c2c(CC(C)=O)c(Br)c(OC)c(O)c12	7
O=S(=O)(Cc1ccc(Cl)cc1)c1ncc(CO)n1Cc1ccccc1	2
CCOCc1cc(C)[nH]c(=O)c1C#N	-2
COc1ccc(/C=C2\CCOC2=O)cc1	0
O=C(CCn1c(=O)oc2ccccc21)N1CCN(C(c2ccccc2)c2ccccc2)CC1	-2
COc1cc(OC)c(OC)cc1/C=N/NC(=O)c1ccc2nc[nH]c2c1	0
NNC(=O)CC1NCCN(Cc2ccccc2)C1=O (configuration not stated)	-3
COC(=O)CNC(=O)C1CCN(c2nc(C)cc(C)n2)CC1	3
CCOc1ccc(C2CC(c3cccc(OC)c3)Nc3ncnn32)cc1 (configuration not stated)	-3
COc1cc(C(=S)N2CCCC2)cc(OC)c1OS(=O)(=O)c1ccc(NC(C)=O)cc1	0
Cc1ccc(/C=C/C(=O)N2CCCC(C(N)=O)C2)o1 (configuration not stated)	-2
COC(=O)C1N[C@@H]([C@@H](NC(=O)COc2ccccc2)C(=O)Nc2ccc(OC)cc2)SC1(C)C (some centres not stated)	-1
Oc1ccc(C[C@H]2CNC(=S)N2CC2CCCN2C[C@H](Cc2ccc(O)cc2)N2C[C@H](Cc3ccc(O)cc3)N(CC3CCCCCC3)C2=S)cc1 (some centres not stated)	-7
O=C(COc1ccc2c(c1)OCO2)Nc1nnc(Cc2ccccc2)s1	-2
CC(=O)c1ccc(NC(=O)C2CC(c3ccc(F)cc3)=NO2)cc1 (configuration not stated)	-3
COc1ccc(C(=O)NNC(=O)CSc2nnc(COc3ccccc3)n2C)cc1	1
CCc1cc2c(SCC(=O)c3cccs3)ncnc2s1	0
CCOC(=O)C1CCN(C(=O)Nc2ccc(OC)c(OC)c2)CC1	0
CC(C)Cn1c(CN2CCN(C(=O)c3ccco3)CC2)nc2c1c(=O)n(C)c(=O)n2C	0
CCOC(=O)C1=C(C)NC(=O)C1(NC(=O)c1cccnc1)C(F)(F)F (configuration not stated)	-2
CCCC(=O)Nn1cnc2c(c1=O)C1(CCCCC1)Cc1ccccc1-2	-2
CCc1ccc(NC(=O)CN(c2ccc3c(c2)OCO3)S(=O)(=O)c2c(C)noc2C)cc1	-1
FC(F)(F)COc1nc(N/N=C/c2cccnc2)nc(N2CCCCC2c2ccccn2)n1 (configuration not stated)	-2
CN(C)S(=O)(=O)c1cc(NC(=O)CN2CCCc3ccccc32)ccc1Cl	-2

Quoted from above, 20 compounds:
SMILES	TbREL1 primary
O=S(=O)(Cc1ccc(Cl)cc1)c1ncc(CO)n1Cc1ccccc1	2
CCOCc1cc(C)[nH]c(=O)c1C#N	-2
COc1ccc(/C=C2\CCOC2=O)cc1	0
O=C(CCn1c(=O)oc2ccccc21)N1CCN(C(c2ccccc2)c2ccccc2)CC1	-2
COc1cc(OC)c(OC)cc1/C=N/NC(=O)c1ccc2nc[nH]c2c1	0
NNC(=O)CC1NCCN(Cc2ccccc2)C1=O (configuration not stated)	-3
COC(=O)CNC(=O)C1CCN(c2nc(C)cc(C)n2)CC1	3
CCOc1ccc(C2CC(c3cccc(OC)c3)Nc3ncnn32)cc1 (configuration not stated)	-3
COc1cc(C(=S)N2CCCC2)cc(OC)c1OS(=O)(=O)c1ccc(NC(C)=O)cc1	0
Cc1ccc(/C=C/C(=O)N2CCCC(C(N)=O)C2)o1 (configuration not stated)	-2
COC(=O)C1N[C@@H]([C@@H](NC(=O)COc2ccccc2)C(=O)Nc2ccc(OC)cc2)SC1(C)C (some centres not stated)	-1
Oc1ccc(C[C@H]2CNC(=S)N2CC2CCCN2C[C@H](Cc2ccc(O)cc2)N2C[C@H](Cc3ccc(O)cc3)N(CC3CCCCCC3)C2=S)cc1 (some centres not stated)	-7
O=C(COc1ccc2c(c1)OCO2)Nc1nnc(Cc2ccccc2)s1	-2
CC(=O)c1ccc(NC(=O)C2CC(c3ccc(F)cc3)=NO2)cc1 (configuration not stated)	-3
COc1ccc(C(=O)NNC(=O)CSc2nnc(COc3ccccc3)n2C)cc1	1
CCc1cc2c(SCC(=O)c3cccs3)ncnc2s1	0
CCOC(=O)C1CCN(C(=O)Nc2ccc(OC)c(OC)c2)CC1	0
CC(C)Cn1c(CN2CCN(C(=O)c3ccco3)CC2)nc2c1c(=O)n(C)c(=O)n2C	0
CCOC(=O)C1=C(C)NC(=O)C1(NC(=O)c1cccnc1)C(F)(F)F (configuration not stated)	-2
CCCC(=O)Nn1cnc2c(c1=O)C1(CCCCC1)Cc1ccccc1-2	-2

Other structures follow:
SMILES	TbREL1 primary
O=C(O)CNC(=S)N(Cc1ccccc1Cl)C1CCCCC1	3
COc1ccc(CC(=O)NCc2ccc(Cl)cc2)cc1S(=O)(=O)N1CCOCC1	6
CCN(C(=O)c1cc2c(=O)[nH]c3ccc(C)cc3c2s1)c1ccc(F)cc1	0
O=C(NC(Cc1ccccc1)C(=O)O)/C(=C\c1ccccc1)NC(=O)c1ccco1 (configuration not stated)	-1
NNc1nc(-c2ccccc2)c2ccccc2n1	0
O=C(COC(=O)c1ccccc1Oc1ccccc1)NCc1ccco1	1
Cc1ccc(NC(=S)NC(=O)C2CCCCC2)c(Br)c1	-4
Cn1nnc(NC(=O)/C=C/c2ccco2)n1	4
COc1ccc(NC(=O)c2cncc(Br)c2)cc1S(N)(=O)=O	-3
COc1ccc(C(=O)N(C)Cc2ccc(C)o2)cc1OC1CCN(C(C)C)CC1	-2
COc1ccc(OCC(=O)NNC(=O)c2nn(C)c(=O)c3ccccc23)cc1	1
Cc1ccsc1C(=O)NNC(=O)c1ccc(NS(=O)(=O)c2cccs2)cc1	4
O=C(COc1ccc(-n2cnnn2)cc1)Nc1ccccc1Cl	-2
CN(CCC#N)C(=O)COC(=O)c1ccc2[nH]c3c(c2c1)CCCC3	1
CCCCNC(=O)C[C@H]1C[C@@]2(C(=O)OC)C(=C[C@H](C3CCCC3)O[C@@H]2C)N(Cc2cccc3ccccc23)C1=O	5
COc1cccc(CNC(=O)COC(=O)/C=C/c2ccc(SC)cc2)c1	2
COc1ccc(CCN2C(=O)C(O)=C(C(=O)c3ccco3)C2c2cccs2)cc1OC (configuration not stated)	2
O=C(CN1CCC(c2nc3ccccc3[nH]2)CC1)NCc1ccc2c(c1)OCO2	-2
COCCCNC(=O)C[C@H]1C(=O)N(Cc2ccc(OC)cc2)C2=CCCCC[C@@]21C(=O)OC	-8
COc1cccc(Cn2nnc(C(=O)NCc3ccc(F)cc3)c2N)c1	1
CCOC(=O)c1cc2cc(OC)ccc2[nH]1	0
O=C(C1CC(=O)N(c2ccc(F)cc2)C1)N1CCCCC1 (configuration not stated)	-2
Cc1ccc(C)c(NS(=O)(=O)c2ccc(OCC(=O)N3CCOCC3)cc2)c1	0
Cc1ccc(C(=O)NCc2ccco2)cc1S(=O)(=O)Nc1cccc(C)c1C	-2
CCOc1ccccc1N(C(=O)c1ccco1)C(C(=O)NC1CCCC1)c1cccs1 (configuration not stated)	-1
Cc1cc(-c2csc(N)n2)c(C)n1CCc1ccccc1	3
COc1ccc(C(CNC(=O)CNC(=O)c2cccc(C)c2)N2CCCCC2)cc1 (configuration not stated)	-2
CCOC(=O)N1CCC(N(CCN(C)C)C(=S)Nc2cccc(OC)c2)CC1	0
COc1ccc(C2CC(c3ccc(Cl)cc3Cl)n3nc(N)nc3N2)cc1 (configuration not stated)	-2
CC(C)c1ccc(C(=O)NNC(=O)c2ccncc2)cc1	7
O=C(C1CCN(c2ncnc3c2sc2cccc(F)c23)CC1)N1CCCCC1	7
O=C(O)c1cc(-n2cccc2)ccc1N1CCOCC1	-3
O=C(Nc1cccc2ccccc12)OCc1cncs1	1
O=C(Cn1cnc2ccccc21)N/N=C/c1ccccc1[N+](=O)[O-]	-2
CCCCN1CC[C@H]2C=CC[C@@H](C(=O)Nc3ccc(Cl)c(C(F)(F)F)c3)[C@H]2C1=O	4
COc1cc(/C=C2\CCc3ccccc3C2=O)cc(OC)c1OC	0
COc1ccc(CCN2C(=O)c3ccccc3C2c2nnnn2Cc2ccccc2)cc1OC (configuration not stated)	1
O=C(N/C=C/c1ccc(Cl)cc1)NCc1ccc(Cl)cc1	0
Cn1c(C(=O)OC(C(=O)NCc2ccco2)c2ccncc2)cc2sccc21 (configuration not stated)	2
CN(C)CCN=Cc1c(O)n(Cc2ccccc2)c(=O)c2ccccc12	-2
COc1ccc(C2N(c3cccc(Cl)c3)C(=O)C3CCCN32)cc1 (configuration not stated)	-2
O=C(COC(=O)c1n[nH]c(=O)c2ccccc12)Nc1ccccc1	-2
Nc1cc(C(F)(F)F)ccc1C(=O)O	-2
CCOC(=O)Cc1nc(N2CCN(C(=O)C3CCCO3)CC2)c2c(C)c(C(=O)OCC)sc2n1 (configuration not stated)	-3
Cc1sc(NC(=O)c2ccco2)c(CN2CCC(C)CC2)c1C	-3
O=C(Nc1ccccc1N1CCCC1)C1CCN(C(=O)c2ccc(Cl)cc2)CC1	-5
Cc1ccc(-n2c(SCC(=O)C(C)(C)C)nnc2-c2cccc(C)c2)cc1	6
Cc1cccc(OCc2nnc(SCC(=O)NC3CCCCC3)n2C)c1	-2

Given with the structure last: part of the list above.
TbREL1 primary	mol
-3	CCOC(=O)Cc1nc(N2CCN(C(=O)C3CCCO3)CC2)c2c(C)c(C(=O)OCC)sc2n1 (configuration not stated)
6	Cc1ccc(-n2c(SCC(=O)C(C)(C)C)nnc2-c2cccc(C)c2)cc1
-2	O=C(COC(=O)c1n[nH]c(=O)c2ccccc12)Nc1ccccc1
-2	COc1ccc(C2N(c3cccc(Cl)c3)C(=O)C3CCCN32)cc1 (configuration not stated)

The list goes on:
SMILES	TbREL1 primary
Cc1ccc(S(=O)(=O)N2CCN(C(=O)c3c(C)nn(-c4ccccc4)c3Cl)CC2)cc1	-3
CCCc1nc2ccccc2c2nc(N)nn12	-1
CC(=O)Nc1ccc(OC(=O)c2c(-c3ccccc3Cl)noc2C)cc1	0
CC1CCc2sc(NC(=O)c3ccc(N4C(=O)CCC4=O)cc3)c(C(N)=O)c2C1 (configuration not stated)	0
CCOC(=O)/C(C#N)=C/c1ccc(N2CCN(C)CC2)cc1	-1
O=C(CN1CCN(S(=O)(=O)c2ccc(Cl)c(Cl)c2)CC1)N1CCCCC1	0
Cc1ccc(NC(=S)N2CCN(C(=O)C3CCCO3)CC2)c(C)c1 (configuration not stated)	8
CC(=O)N(CCC(Cc1ccccc1)c1ccc2c(c1)OCO2)Cc1ccc(Cl)cc1 (configuration not stated)	-1
COc1ccc2nnc(-c3ccccc3)n2n1	4
COc1ccc2nc(/C=N/NC(=O)[C@@H]3CCCN3C(=O)OC(C)(C)C)ccc2c1	-5
Cc1ccccc1NC(=O)C1CCN(c2ncccn2)CC1	0
COc1cc(NC(=O)c2ccccc2NS(=O)(=O)c2ccc(Cl)s2)cc(OC)c1	7
CCOC(=O)N1CCN(c2c(N3CCN(c4cc(C)ccc4C)CC3)c(=O)c2=O)CC1	-1
O=C(c1ccc(F)cc1F)N1CCN(c2n[nH]c(=O)[nH]c2=O)CC1	5
CC(C)OC(=O)CCC(=O)Nc1ccc(F)cc1	-4
CCOC(=O)[C@H]1[C@H]2COc3ccc(OC)cc3[C@@H]2N2C(=O)c3ccc(Cl)cc3NC(=O)[C@@]12C	3
COc1ccc(-n2nc(C(=O)NCC(=O)NCc3ccc(F)cc3)c3ccccc3c2=O)cc1	-7
O=C(Nc1nccs1)C1CCCN(S(=O)(=O)c2cccc3cccnc23)C1 (configuration not stated)	0
CCN(C1CCCCC1)S(=O)(=O)c1ccc(S(=O)(=O)NCc2ccncc2)cc1	-2
COc1ccc(-c2noc(C3CCCN(C(=O)Nc4ccc5c(c4)OCO5)C3)n2)cc1 (configuration not stated)	4
O=C(CCSc1ccccc1)Nc1nc2c(s1)CCCC2	2
S=C(NCc1ccncc1)Nc1cc(Cl)cc(Cl)c1	1
Cc1ccc(C(=O)COC(=O)CN2C(=O)C3C4CCC(C4)C3C2=O)cc1[N+](=O)[O-] (configuration not stated)	1
COc1ccc(-c2nc(CS(=O)CC(=O)NCCN3CCCCCC3)c(C)o2)cc1OC (configuration not stated)	5
COC(=O)C[C@H]1C[C@H]2c3cc(NC(=O)Cc4ccncc4)ccc3O[C@H]2[C@@H](CO)O1	-2
Cc1cccc(NC2=C(NC(=O)c3ccccc3)C(=O)c3ccccc3C2=O)c1	-1
O=[N+]([O-])c1cccc(/C=N\N2CCN(c3ccc(Cl)cc3)CC2)c1	1
O=C1C2CCCN2C(c2ccc(F)c(F)c2)N1c1cccc(Cl)c1 (configuration not stated)	0
CC(C)C(NC(=O)OCc1ccccc1)C(=O)NCc1ccc(C(=O)O)cc1 (configuration not stated)	-1
CCOc1ccccc1C(=O)N(Cc1ccco1)C1CCS(=O)(=O)C1 (configuration not stated)	6
COc1cccc2sc(N3CCN(C(=O)C4COc5ccccc5O4)CC3)nc12 (configuration not stated)	4
O=C1Cc2cc(S(=O)(=O)Nc3cccc(F)c3)ccc2N1	-1
Cc1ccc(S(=O)(=O)N2CCN(C(=O)N3CCOCC3)C2C(C)C)cc1 (configuration not stated)	3
O=C(CN(c1ccc(F)cc1)S(=O)(=O)c1ccc2c(c1)OCCO2)Nc1cccnc1	0
Cc1ccc[n+](C(C)C(=O)Nc2ccc(C)c(C)c2)c1 (configuration not stated)	7
CCN(c1ccccc1)S(=O)(=O)c1ccc(Cl)c(NC(=O)CN2CCN(C)CC2)c1	6
Cc1c(C(=O)NCc2ccc3c(c2)OCCO3)sc(=O)n1Cc1ccc(C(=O)N(C)C)cc1	5
CN1C(=O)/C(=C/c2ccc(C(=O)NC3CCCC3)cc2)Oc2ccccc21	-3
C#CCOCCOCCOCCNc1nc(N2CCN(C(=O)[C@H](CCCCN)n3cc([C@@H](N)C(C)CC)nn3)CC2)nc(N2CCN(C(=O)[C@H](CCCCN)n3cc([C@@H](N)C(C)CC)nn3)CC2)n1 (some centres not stated)	16*
COCCn1c(SCC(=O)N2CCC(C)CC2)nc2c([nH]c3ccccc32)c1=O	-4
Brc1ccc2nc(-c3c[nH]c4ccccc34)cn2c1	7
O=C(Cn1c(=O)oc2cc(S(=O)(=O)N3CCc4ccccc43)ccc21)N1CCCCC1	-1
CCc1cccc(NC(=O)CCC(=O)N2CCSc3ccccc32)c1	2
Cc1ccc(Nc2nnc(SCC(=O)NCC3CCCO3)s2)cc1C (configuration not stated)	-1
Cc1nc(NC(=O)c2cc3ccccc3o2)sc1C	-2

Some of the compounds tested; count on the stated rates, not on these rows.
